Bioassay records from PubChem.
MBNL1 CUG block: blocks human MBNL1 binding to CUG repeat RNA; TR-FRET MBNL1-His/biotin-(CUG)12 binding, 665/545 ratio; Potency, µM (top dose mostly 57.5 µM), for inactives: top-dose activity change, negative = inhibition, actives largely listed as inhibitors; 280,000 compounds, 0.036% hits; active = well fitted inhibition curve with a large enough effect in the signal ratio, with a control signal flat, not every such curve was filed as active; inconclusive = small, poorly fitted or top-dose-only effect, or effect the other way, or a change in a side signal; inactive = no such curve, though single readings can be large or run the other way; the % refers to the signal ratio; note: potency is the fitted concentration of half-maximal effect; % is set by controls: 0 for no effect and ±100 for the full control effect
Target sequence (Q9NR56 whole entry, looked up): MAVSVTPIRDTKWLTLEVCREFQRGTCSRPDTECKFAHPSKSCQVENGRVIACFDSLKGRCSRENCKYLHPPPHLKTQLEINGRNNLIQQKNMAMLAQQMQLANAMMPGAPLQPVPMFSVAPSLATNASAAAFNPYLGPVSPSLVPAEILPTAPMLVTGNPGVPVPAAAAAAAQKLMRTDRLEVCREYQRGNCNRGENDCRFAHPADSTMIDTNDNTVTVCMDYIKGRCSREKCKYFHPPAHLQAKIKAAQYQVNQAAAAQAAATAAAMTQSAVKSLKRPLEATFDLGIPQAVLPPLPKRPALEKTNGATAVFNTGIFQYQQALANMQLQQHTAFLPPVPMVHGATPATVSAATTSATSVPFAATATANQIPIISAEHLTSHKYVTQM
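Ratiometric TR-FRET (665 over 545 nm, excitation 340 nm) tracks disruption of MBNL1-His/biotin-(CUG)12 complex after 60 min at room temperature, with compounds at 92 nM to 58 uM final.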
ELG1 DNA repair: inhibitors of ELG1-dependent DNA repair in HEK293T cells; HEK293T ELG1-luciferase reporter, luminescence, 16 h; DNA damage induced by 5-fluorouridine; Potency, µM (series often up to 46.1 µM), inactives show at the highest dose activity change, negative = inhibition, hits mostly inhibitors; 330,000 compounds, 2.3% hits; AID 504467; note: potency is the fitted concentration of half-maximal effect; % is set by controls: 0 for no effect and ±100 for the full control effect; nearly all actives have a fitted effect of over 55% in size
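HEK293T cells expressing luciferase-tagged ELG1 (2,000/well) received 5-Fluorouridine plus compound or DMSO for 16 hr at 37 °C. Luciferase was read by ONE-Glo luminescence after 30 min at room temperature.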
Menin-MLL TR inh: inhibitors of human menin-MLL interaction, mutant MLL peptide; O00255; Menin + Texas Red MLL mutant peptide, fluorescence polarization; Potency, µM (doses to about 61.6 µM), for the others: at the top dose FP activity change, negative = inhibition, usual class: inhibitors; 270,000 compounds, 0.23% hits; active = well fitted inhibition curve with a large enough effect in the polarisation, with a control signal flat, not every such curve was filed as active; inconclusive = small, poorly fitted or top-dose-only effect, or effect the other way, or a change in a side signal; inactive = no such curve, though single readings can be large or run the other way; the % refers to the polarisation; note: potency is the fitted concentration of half-maximal effect; % of control where 0% means no effect; many of its hits are not listed in these tables
Target sequence (O00255 whole entry, looked up): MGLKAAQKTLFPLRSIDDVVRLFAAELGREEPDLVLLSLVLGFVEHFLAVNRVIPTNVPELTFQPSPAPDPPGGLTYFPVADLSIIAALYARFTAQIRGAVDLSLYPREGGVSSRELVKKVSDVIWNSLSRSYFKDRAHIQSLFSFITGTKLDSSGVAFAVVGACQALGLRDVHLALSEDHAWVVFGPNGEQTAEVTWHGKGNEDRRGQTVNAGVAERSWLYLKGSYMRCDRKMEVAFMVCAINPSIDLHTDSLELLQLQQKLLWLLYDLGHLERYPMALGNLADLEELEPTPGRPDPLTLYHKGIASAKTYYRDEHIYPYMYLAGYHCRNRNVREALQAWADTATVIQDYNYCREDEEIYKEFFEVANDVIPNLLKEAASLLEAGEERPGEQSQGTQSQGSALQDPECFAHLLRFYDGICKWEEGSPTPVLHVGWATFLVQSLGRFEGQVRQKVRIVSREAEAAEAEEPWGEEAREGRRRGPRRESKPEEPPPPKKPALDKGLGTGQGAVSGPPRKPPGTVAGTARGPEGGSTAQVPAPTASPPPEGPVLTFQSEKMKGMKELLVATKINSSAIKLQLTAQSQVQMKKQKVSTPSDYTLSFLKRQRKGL
KCNH2 3.1 inh: KCNH2 3.1 (human) potassium channel inhibition; 340,000 compounds, 0.95% hits; AID 720553; U2OS KCNH2 3.1, thallium flux FluxOr; hits give low values; activity change, % (tested at about 1.8 µM);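 active = maximum activity change below -70%; inconclusive = maximum activity change from -70% to -50%; inactive = maximum activity change above -50%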;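 note: thallium influx rate constant from kinetic fluorescence after stimulation buffer; % is set by controls: 0 for no effect and ±100 for the full control effect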
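FluxOr-based Tl+ influx in U2OS cells transduced with KCNH2 3.1 virus; rate constants normalized to DMSO controls.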
RORg inh: blocks mouse ROR gamma transcriptional activity | P51450 | Drosophila S2 Gal4-RORgamma UAS-luciferase reporter, 20 h | Potency, µM (titrated, usually from 53.6 µM), for inactives: at the top dose activity change, negative = inhibition, usual class: inhibitors | 310,000 compounds, 5.4% hits; note: potency is the fitted concentration of half-maximal effect; % is set by controls: 0 for no effect and ±100 for the full control effect; nearly all actives have a fitted effect of over 60% in size
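Schneider cells (Drosophila), stable Gal4 DBD–ROR gamma + UAS-luc; 1 hr cmpd preincubation; Cu2+ induction 700 uM final; 20 hr ambient; luminescence.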
FLuc modulator: firefly luciferase modulation, counter-screen for miR-21 project. P08659. purified FLuc, Km substrates, luminescence inhibition. 360,000 compounds, 6.9% hits. Potency, µM (titrated, usually from 57.5 µM), without a hit: at the highest dose activity change, negative = inhibition, most hits filed as inhibitors;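 note: potency is the fitted concentration of half-maximal effect; plate controls were vehicle for no effect and reference inhibitor for full effect; nearly all actives have a fitted effect of over 55% in size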
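Purified P. pyralis luciferase, 10 nM final, with Km-level 10 uM D-luciferin and 10 uM ATP in 50 mM Tris acetate pH 7.5, 10 mM Mg acetate, 0.01% Tween-20, 0.05% BSA; 6-point qHTS titration about 60 µM downward; luminescence read.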
Rab9 prom act: activators of Rab9 promoter; Huh7 Rab9 promoter-luciferase reporter, luminescence, 24 h; Potency, µM (titrated, usually from 9.22 µM), inactives show top-dose activation, negative = inhibition, most hits filed as activators; 320,000 compounds, 2.8% hits; note: potency is the fitted concentration of half-maximal effect; % of control where 0% means no effect; nearly all actives have a fitted effect of over 60% in size
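Rab9 promoter-driven luciferase in stably transfected Huh7 cells; 1500 cells/well rested 2 h, exposed to compound in DMSO for 24 h at 37 °C, 5% CO2. Luminescence read 10 min after adding luciferase reagent at ambient temperature.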
NPC1 promoter act: NPC1 promoter activation | Huh7 NPC1 promoter luciferase reporter, 24 h | Potency, µM (doses to about 9.22 µM), for the others: at the highest dose activation, usual class: activators | 320,000 compounds, 2.4% hits | AID 485313;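 note: potency is the fitted concentration of half-maximal effect; % of control where 0% means no effect; nearly all actives have a fitted effect of over 60% in size; reporter is driven by a mutant NPC1 promoter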
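Quantitative HTS used a cell-based reporter: Huh7 cells stably bearing the NPC1 promoter upstream of luciferase were treated with compounds for 24 h, and promoter activation was read as luminescence.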
Gal4-VP16 FLuc: Gal4-VP16 reporter inhibition counter-screen; 310,000 compounds, 3.5% hits; Potency, µM (top dose mostly 53.6 µM), without a hit: at the top dose activity, negative = inhibition, actives largely listed as inhibitors; Drosophila S2 Gal4-VP16 UAS-luciferase, luminescence, 20 h;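 note: Gal4-VP16 expression switched on by copper sulfate through the metallothionein promoter; potency is the fitted concentration of half-maximal effect; % is set by controls: 0 for no effect and ±100 for the full control effect; nearly all actives have a fitted effect of over 50% in size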
Mito fusion yeast: blocks mitochondrial division or promotes mitochondrial fusion; S. cerevisiae fusion-defective mutant growth rescue, CellTiterGlo 48 h; Potency, µM (titrated, usually from 46.1 µM), for the others: at the highest dose growth rescue (activation), hits mostly activators; 320,000 compounds, 0.23% hits; AID 485298;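 note: potency is the fitted concentration of half-maximal effect; % of control where 0% means no effect; nearly all actives have a fitted effect of over 45% in size; temperature-sensitive fusion mutants such as fzo1-1 at 37 °C on non-fermentable ethanol glycerol medium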
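Read-out: ATP-based luminescence (CellTiterGlo, 10 min ambient) reporting growth of fusion-defective ts yeast after 48 hours at 37C on glycerol/ethanol YPEG medium in the presence of compound.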
PKM2 act: increases activity of human pyruvate kinase M2 | 260,000 compounds, 0.34% hits | P14618 | Potency, µM (titrated, usually from 57.5 µM), inactives show top-dose activation, hits mostly activators | purified PKM2, Kinase-Glo ATP luminescence, activation; response scale: 0% is enzyme alone, no compound; note: potency is the fitted concentration of half-maximal effect; % is set by controls: 0 for no effect and ±100 for the full control effect; nearly all actives have a fitted effect of over 55% in size
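Purified hPK-M2 (>95%) run at intermediate activity with 0.1 mM ADP and 0.5 mM PEP in 50 mM imidazole pH 7.2, KCl, MgCl2; 1 h room temperature. ATP formed read by Kinase-Glo luminescence; normalized to uninhibited and no-enzyme controls.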
* hit, by the source's call; u = inconclusive; x = not tested or not shown; [ ] = remark or other dose. Unless noted, calls come from the whole dose curve; as a rule, active = well fitted curve in the direction sought with a large enough effect; inconclusive = small, poorly fitted or top-dose-only effect, or another doubt; inactive = no such curve, though single readings can be large; an effect the other way counts as inactive or inconclusive. Only part of the results is shown; count on the stated rates, not on these rows.

SMILES	MBNL1 CUG block	ELG1 DNA repair	Menin-MLL TR inh	KCNH2 3.1 inh	RORg inh	FLuc modulator	Rab9 prom act	NPC1 promoter act	Gal4-VP16 FLuc	Mito fusion yeast	PKM2 act
COc1ccc(OC)c(S(=O)(=O)N2CCC(C(=O)NCc3ccc4c(c3)OCO4)CC2)c1	-7%	-6%	x	x	-3%	0%	-3%[1.84 µM]	-2%	-2%	0%	0%
Cn1c(=O)n(-c2cccc(Cl)c2)c(=O)c2c3c(sc21)COC(C)(C)C3	2%	u	-16%	-15	26%	3%	-1%	-3%	4%	2%	-1%
CSc1ncccc1C(=O)OCC(=O)c1[nH]c(C)c(C(C)=O)c1C	x	-1%	x	-8	x	u	-5%	-3%	x	-5%	x
Oc1ccccc1-c1nnc(COc2ccc(Cl)cc2Cl)o1	2%	u	u	5	2.5µM*	u	19%	-1%	4.5µM*	-4%	0%
Cc1ccc(NC(=O)NCc2ccc3c(c2)OCO3)c(C)c1	-7%	8%	-2%	8	23%	1%	4%	-1%	-8%	2%	11%
CC1Cc2ccccc2N1C(=O)COc1ccc2c(c1)OCO2 (stereo unspecified)	-6%	u	-15%	5	29%	17µM*	u	3.2µM*	29%	2%	0%
Cc1ccc(S(=O)(=O)c2cc(N3CCOCC3)nc(-c3ccccc3)n2)cc1	-4%	1%	u	8	1%	0%	0%	-3%	-4%	1%	-2%
S=C(NCCN1CCOCC1)N/N=C/c1c2ccccc2cc2ccccc12	u	u	9%	3	u	-9%	2%	8%	u	0%	1%
Cc1cc(N(C)C)nc(Nc2ccccc2)n1	x	15µM*	x	-18	x	u	2%	2%	x	5%	x
O=C(NCc1ccccc1)C1=C[C@H](c2ccc(Br)cc2)C[C@H](OCc2ccc(CO)cc2)O1	6%	u	-12%	9	-36%	0%	-3%	7%	-6%	10%	1%
O=c1cc(-c2ccccc2Cl)oc2cccc(O)c12	7%	23%	u	9	27%[96.6 µM]	-18%	-1%	2%	-3%[96.6 µM]	1%	0%
Cc1cc(OCc2cc(C(=O)N(Cc3nccn3C)C(C)C)no2)cc(C)c1Cl	-6%	20%	x	-23	35%	u	23%	22%	-13%	-9%	x
CCN1CCN(S(=O)(=O)c2ccc(OC)c(Br)c2)CC1	-5%	-9%	4%	0	-2%	2%	-3%	-2%	4%	-4%	-3%
CCCCNCC1C(Oc2ccc(Cl)cc2)C(=O)N1c1ccccc1C (stereo unspecified)	-1%	u	-7%	-94*	-45%	-5%	-9%	-5%	-6%	2%	2%
O=C(Nc1cccnc1)c1ccc(Br)c(S(=O)(=O)N2CCCC2)c1	-2%	-24%	x	x	u	-4%	-3%	-2%	0%	0%	-2%
O=C(NC1CCCCCC1)c1cc2ccccc2oc1=O	6%	u	-27%	19	10µM*	2.7µM*	2%	3.2µM*	u	-5%	0%
Cc1cccc(NC(=O)Nc2ccc([N+](=O)[O-])cc2)n1	3%	u	14%	-6	-34%	2%	2.2µM*	u	u	0%	0%
O=C(COC(=O)c1ccccc1NCCO)NCCC1=CCCCC1	x	24%	x	-5	x	-10%	u	25%	x	4%	x
COc1ccc2c(c1)SCC/C2=C\CN1C(=O)CCC1=O	26%	-1%	2%	-4	u	-5%	-2%	0%	-4%	0%	2%
N#CCc1c(C#N)c(N)nc(N2CCN(c3ccc(F)cc3)CC2)c1C#N	7%	u	u	-14	2%	-1%	-10%	2%	-8%	-1%	-11%
O=C(Nc1cccnc1)c1cnc2ccccc2n1	u	u	6%	-14	u	u	u	10%	5%	0%	-4%
CCOC(=O)c1c(C)[nH]c(C(=O)CSc2nnc(C3CC3)n2N)c1C	6%	u	x	-5	19%	-11%	0%	6%	5%	0%	-3%
CCOc1ccc(CCNC(=O)CN2C(=O)NC3(CCCCCC3)C2=O)cc1OCC	x	3%	x	1	x	2%	-5%	-1%	x	-3%	x
Cc1ccc(-c2nnc(SCC(=O)Nc3ccc4c(c3)OCCO4)n2N)cc1	-6%	1%	1%	14	12%	0%	-2%	1%	-11%	-4%	-4%
CN1CCC(N(C)CC(O)c2ccccc2)CC1 (stereo unspecified)	-3%	0%	-12%	5	8%	0%	0%	-3%	4%	-5%	1%
COc1cccc(CN2CC(C(=O)NC3CCC(O)CC3)CCC2=O)c1 (stereo unspecified)	-1%	-1%	-1%	8	6%	-2%	0%	-4%	-1%	1%	1%
CC(=O)c1cccc(NC(=O)N2CCCC2C(=O)NCc2ccc(C)cc2)c1 (stereo unspecified)	u	3%	10%	8	3%	-3%	-4%	6%	-7%[0.365 µM]	-8%	-4%
COc1ccccc1N1CCN(C(=O)c2ccco2)CC1	-7%	u	-11%	17	-11%	-3%	1%	-2%	-15%	2%	1%
Cc1cccc(C(=O)NC2CCN(S(=O)(=O)c3ccc(F)cc3)CC2)c1	-1%	-10%	u	-4	u	-4%	4%	-4%	2%	3%	-2%[11.5 µM]
COc1ccc(C2N(c3ccc4c(c3)OCCO4)C(=O)C2(F)F)cc1OC (stereo unspecified)	-13%	5%	x	14	-18%	6%	0%	2%	-7%	3%	-3%
CCOC(=O)[C@H]1[C@H]2COc3ccc(OC)cc3[C@@H]2N2C(=O)c3cc(F)c(F)cc3NC(=O)[C@@]12C	x	18%	x	5	x	-2%	-10%	1%	x	5%	x
O=C(CSc1ccc2nnc(-c3ccccc3)n2n1)N1CCCc2ccccc21	-5%	26µM*	-22%	1	u	-5%	-7%	-1%	-5%	27%	-20%
CCSc1nc2ccccc2n1CC(N)=O	-7%	-5%	-1%	22	-34%	1%	1%	-2%	-15%	-2%	-2%
Cc1occc1C(=O)NCc1ccccc1	4%	-9%	17%	0	7%	1%	0%	-1%	2%	-1%	-5%
CN1CCN(C(=O)c2cnn3c2NC(c2ccccc2)CC3C(F)(F)F)CC1 (stereo unspecified)	-4%	-9%	-9%	12	-11%	1%	-2%	-3%	3%	0%	-2%
O=C(CN1C(=O)COc2ccccc21)N1CCN(C2CCCCC2)CC1	-2%	-5%	-11%	9	-23%	-1%	-1%	4%	-1%	-15%	-1%
O=[N+]([O-])c1ccc(-c2cn(-c3ccccc3F)c(=S)[nH]2)cc1	9%	u	9%	-31	u	1%	1.4µM*	u	-12%	-3%	-4%
CCn1ccnc1CN1CCC(n2nccc2NC(=O)CCc2ccccc2)CC1	19%	1%	x	7	-18%	5%	6%	-1%	-3%	0%	-2%
COc1ccc(-c2csc(NC(=O)CN3C(=O)C4CCCCC4C3=O)n2)c(OC)c1 (stereo unspecified)	x	-12%	x	2	x	u	-5%	5%	x	-20%	x
Cc1ccc(NC(=O)CSc2nnc(-c3cc(C)[nH]n3)n2N)c(C)c1	-10%	u	x	16	-7%	1%	10%	-3%	0%	4%	x
Cc1ccc(S(=O)(=O)N/N=C\c2cc3c(cc2[N+](=O)[O-])OCO3)cc1	u	3%	1%	5	18%	-1%	-3%	2%	-6%[0.365 µM]	-4%	-7%
CC(=O)NC1=NC(=O)/C(=C/N2CCOCC2)S1	25%	10%	-28%	4	9%	-1%	-5%	2%	2%	-1%	4%
C/C(CC(=O)N1CCN(C=O)CC1)=N\NC(=O)c1ccc(Cl)cc1	7%	6%	-2%	6	u	-1%	10%	1%	11µM*	-12%	8%
COc1cccc(NC(=O)CSc2nc3ccccc3c(=O)n2CCCC(=O)NCC2CCCO2)c1 (stereo unspecified)	0%	u	x	-31	22%	3%	-2%	0%	-6%	0%	x
C/C=C(/C)C(=O)Nc1cccc(C2=NOC3(C2)C[C@H](C(N)=O)N(C(=O)Cc2ccc([N+](=O)[O-])cc2)C3)c1 (stereo partly specified)	u	-2%	x	3	2%	5%	-1%	-1%	-7%	16%	0%
Cc1ccc(OCC(=O)Nc2ccc3c(c2)CCC3)c([N+](=O)[O-])n1	u	u	38%[activator]	-3	38%	27µM*	23%	24%	-9%	3%	1%
Cn1ncc(Br)c1C(=O)N1CCN(C(=O)c2ccco2)CC1	-19%	-2%	6%	20	-12%	-1%	2%	-2%	-2%	-3%	1%
